RBX1-CUL1 inh – inhibitors of human ROC1-CUL1 ubiquitin ligase activity; in vitro K48 di-Ub FRET, acceptor:donor ratio, 45 min; 140,000 compounds, 0.6% hits; AID 1347404; inhibition, % at 10 µM; in the data active = inhibition above about 25%
Target sequence (P62877 whole entry, looked up): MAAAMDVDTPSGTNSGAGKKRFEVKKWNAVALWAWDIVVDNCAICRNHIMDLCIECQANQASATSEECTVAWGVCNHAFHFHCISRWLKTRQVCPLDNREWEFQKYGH
Target sequence (Q13616 whole entry, looked up): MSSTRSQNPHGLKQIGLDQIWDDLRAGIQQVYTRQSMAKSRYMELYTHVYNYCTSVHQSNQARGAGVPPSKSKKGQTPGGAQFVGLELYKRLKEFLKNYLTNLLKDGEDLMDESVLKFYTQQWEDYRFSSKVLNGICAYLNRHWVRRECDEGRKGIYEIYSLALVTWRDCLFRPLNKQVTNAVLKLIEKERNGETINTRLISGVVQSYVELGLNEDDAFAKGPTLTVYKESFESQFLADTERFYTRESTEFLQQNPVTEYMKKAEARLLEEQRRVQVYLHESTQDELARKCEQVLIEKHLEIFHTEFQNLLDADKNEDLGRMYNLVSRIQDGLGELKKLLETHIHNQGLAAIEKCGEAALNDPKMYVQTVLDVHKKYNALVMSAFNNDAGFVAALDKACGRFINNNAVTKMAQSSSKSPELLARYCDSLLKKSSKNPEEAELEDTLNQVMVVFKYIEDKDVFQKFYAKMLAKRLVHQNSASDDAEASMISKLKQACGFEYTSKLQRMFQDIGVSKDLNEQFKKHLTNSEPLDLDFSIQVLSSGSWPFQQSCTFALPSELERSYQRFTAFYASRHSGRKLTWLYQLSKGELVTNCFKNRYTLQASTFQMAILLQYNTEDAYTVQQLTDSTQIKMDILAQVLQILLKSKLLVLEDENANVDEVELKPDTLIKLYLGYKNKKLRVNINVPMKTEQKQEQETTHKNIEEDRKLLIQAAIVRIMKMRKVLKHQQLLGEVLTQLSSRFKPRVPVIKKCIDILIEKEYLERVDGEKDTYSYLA
An asterisk follows results filed as active. The list is partial (hit frequency here may not be typical).

SMILES	RBX1-CUL1 inh
O=C(NC1CC(=O)N(c2ccccc2)C1)c1cc2ccccc2o1 (stereo not drawn)	2
CC(=O)c1ccc(NC(=O)C(F)(F)F)cc1	3
Cc1ccc(C)c(NC(=O)n2ncc3cc(Cl)ccc32)c1	8
O=C(Oc1ccccc1F)c1nc(SCc2ccccc2F)ncc1Cl	-5
CC(=O)C(C(C)=O)c1c(Br)c(O)c(O)c2c(C(=O)c3ccccc3)coc12	8
Cc1cccc(C)c1OCc1nnc(SCC(=O)Nc2ccc(Br)cc2F)o1	-3
Cc1ccccc1CNc1ccc(N2CCOCC2)c(Cl)c1	1
COc1ccc(-c2cnc(-n3[nH]c(C)c(C(c4ccc(Cl)cc4)C(C#N)C#N)c3=O)s2)cc1 (stereo not drawn)	-10
CCOc1ccccc1NC(=O)NC(=O)C(F)(F)F	5
CCCCCCCC1=NN2C(=N)/C(=C/c3ccc(OC)c(OC)c3OC)C(=O)N=C2S1	9
O=C(c1ccc(F)cc1)n1nc(-c2cccnc2)nc1NCc1ccc(F)cc1	2
CCOC(=O)Oc1ccc2oc(=O)cc(C)c2c1	4
CCCCc1nnc2sc(C3COc4ccccc4O3)nn12 (stereo not drawn)	-6
COc1ccc(S(=O)(=O)N2CCN(c3ccccc3OC)CC2)cc1	-6
CN(CC(=O)O)c1ncc(-c2nnnn2-c2ccccc2)c(-c2ccccc2Cl)n1	-4
O=[N+]([O-])c1ccc(Sc2ncccn2)nc1Sc1ncccn1	3
S=C(NCCCN1CCOCC1)NC1CCCC1	-3
Cc1ccc(CN2CCSc3ccc(C(=O)NCc4ccc(OC(C)C)cc4)cc32)cc1	-3
COc1ccc(-c2cc(C(=O)Oc3ccc(C)c(C)c3)c3ccccc3n2)cc1	8
CCOC(=O)N1CCc2c(sc3[nH]c(=S)[nH]c(=O)c23)C1	8
CC(=O)N1CCC2(CC1)c1c(n[nH]c1C)OC(=N)C2C#N (stereo not drawn)	2
CCC(NC1CCN(c2ccc(C(=O)NC3CCCC3)cc2)CC1)c1nc2ccc(C)cc2[nH]1 (stereo not drawn)	6
Cc1sc(NC(=O)C2c3ccccc3Oc3ccccc32)c(C(=O)OC(C)C)c1C	-1
CC(C)(C)c1cc(NC(=O)c2ccco2)cc(C(C)(C)C)c1O	13
COc1ccc(NC(=O)CC2NCCNC2=O)c(OC)c1 (stereo not drawn)	6
Cc1ccc(OCC(=O)Nc2ncc(I)cc2C)cc1	-5
COc1ccccc1N1CCN(C(=O)c2nc(-c3ccc(C)cc3)n3c2CCCCC3)CC1	-2
CCOC(=O)CNC(=O)NC1CCCCC1	-5
COc1ccccc1NC(=O)C1C(C)=Nc2nc(SCc3ccc(Cl)cc3)nn2C1c1ccccc1Cl (stereo not drawn)	8
CCc1nnc(NC(=O)C(F)(F)F)s1	-3
COc1ccc(-c2c(C)c(C(C)=O)c(C)n2C)cc1	1
CCOCCCn1c(C)c(C)n2c3c(=O)[nH]c(=O)n(C)c3nc12	3
Cc1ccccc1N=C/C=C/c1ccc([N+](=O)[O-])cc1	-6
CSc1nc(NCCOC(C)=O)c(C#N)c(-c2ccc(C(C)(C)C)cc2)n1	-6
Cc1ccc(NC(=O)COc2ccccc2)cc1Cl	11
O=c1c2c3c(sc2nc(SCCc2ccccc2)n1Cc1ccccc1)CCCC3	4
O=C(c1cccn2c(=O)c3sccc3nc12)N1CCc2ccccc2C1	4
Cc1ccc(/C=C/C(=O)Nc2sc(C)c(C)c2C(=O)OC(C)C)o1	8
O=c1nc2c3c4c(sc3ncn2c2ccccc12)CCC4	9
Cc1cc(-c2cc(F)cc3c2OC(CNC(=O)CCC(F)(F)F)C3)ccc1F (stereo not drawn)	8
CCOc1cc(C2C3=C(CCCC3=O)OC(=N)C2C#N)ccc1O (stereo not drawn)	5
Cc1nonc1CN(C)Cc1nc(-c2cccs2)oc1C	-1
CC(=O)NC1(NC(C)=O)C2CC3CC(C2)CC1C3	8
COc1cc(C(=O)NCCc2c(C)[nH]c3ccc(OC(F)(F)F)cc23)cc(OC)c1OC	3
CCOCCCNC(=O)c1cc2c(-c3ccc(OC)c(OC)c3)nn(C)c2s1	-3
COC1(C(F)(F)F)NC(=O)N(c2ccc(F)cc2)C1=O (stereo not drawn)	-9
CCC(=O)Oc1cc(C(C)(C)C)cc2cc(-c3nc(-c4ccc(OC)cc4OC)no3)c(=O)oc12	3
C(CCCN1CCCCC1)CCN1CCCCC1	3
Cc1ccc(-c2cc(-c3coc4ccccc4c3=O)c3c(n2)-c2cc(Cl)ccc2OC3)cc1	-1
O=C(c1coc(Cn2cnc3ccccc32)n1)N(Cc1ccccn1)CC1CCCO1 (stereo not drawn)	14

(list continues)
SMILES	RBX1-CUL1 inh
Cc1cccc(CNC(=O)c2coc(CN3CCN(Cc4ccccc4)CC3)n2)n1	-3
Fc1ccc(C2CCc3nnc(Cc4ccccc4)n3-c3cc(F)ccc32)cc1 (stereo not drawn)	2
Cc1nonc1C(=O)N1CCCC(Nc2ccc(F)cc2)C1 (stereo not drawn)	4
O=C(c1ccc(F)cc1)C(CCC(CN1CCOCC1)C(=O)c1ccc(F)cc1)CN1CCOCC1 (stereo not drawn)	7
O=C(NC12CC3CC(CC(C3)C1)C2)n1cc(Br)cn1	0
Cc1ccc(-c2cc(C(=O)NC(C)c3ccccc3)c3ccccc3n2)o1 (stereo not drawn)	-8
CCCSc1nc2sc3c(c2c(=O)n1Cc1ccccc1)CCCC3	-3
COc1cccc(NC(=O)CN2C(=O)COc3ccc(S(=O)(=O)N4CCCCCC4)cc32)c1	0
Cc1ccccc1N1CCN(CCCOc2ccc3c(C)cc(=O)oc3c2)CC1	2
Cc1cc(O)c(NC(=O)COc2ccccc2)cc1C	-1
Cc1cccc(CN2Cc3ccccc3OC(c3ccccc3F)C2)n1 (stereo not drawn)	4
COc1ccc(/C=N/NC(=O)c2cccc(COCC(F)(F)C(F)F)c2)cc1	-1
CC1CCCCC1NC(=O)C1CC=CCC1C(=O)O (stereo not drawn)	2
CCOc1ccc(C2c3c(oc4ccccc4c3=O)C(=O)N2Cc2ccc3c(c2)OCO3)cc1 (stereo not drawn)	-6
Cc1ccc(C(C)C)c(OCC(=O)Nc2ccc(O)c(-c3nc4cc(Cl)ccc4o3)c2)c1	1
CCc1nc(NC(=O)NCc2ccco2)nn1C	-5
Cc1ccc(CCNC(=O)c2ccc3c(c2)c(C)c(C)n3Cc2ccccc2)cc1	2
CCOc1ccccc1-c1n[nH]c2c1CN(Cc1nn(C)cc1Cl)CC2	-1
Cc1nn(-c2nc(-c3ccc(F)cc3)cc(C(F)(F)F)n2)c(C)c1Cl	0
CCNc1nc(N)nc(Oc2ccc(OCC(=O)OC)nn2)n1	-7
COc1ccc(C(=O)NCC(c2ccc3c(c2)OCO3)N2CCOCC2)cc1OC (stereo not drawn)	0
CCc1n[nH]c2c1CN(C(=O)C1CCCc3c1[nH]c1ccccc31)CC2 (stereo not drawn)	10
Cc1ccc(C)c(NC(=O)Cn2nnc(C(=O)NCCc3ccccc3)c2N)c1	2
O=C(O)CC(=O)Nc1ccc(F)c(Cl)c1	6
CC(C)(C)SCCNC(=O)CN(c1ccc(Cl)c(C(F)(F)F)c1)S(=O)(=O)c1ccccc1	5
CCCN1C(=O)C(C(=O)NNS(=O)(=O)c2ccc(Br)cc2)C(=O)c2ccccc21 (stereo not drawn)	-12
Cc1ccc(-c2nc(C(=O)Nc3cccc(C#N)c3)c3n2CCCCC3)cc1	0
COc1ccc(NC(=O)CSc2ccc(C)cc2)cc1	-1
COc1cc(Cl)c(C)cc1NC(=O)CCn1cnc2onc(-c3ccc(F)cc3)c2c1=O	-2
CCOC(=O)c1nn(-c2ccc(OC)cc2)cc1C(=O)c1ccc(Br)cc1	-7
COC(=O)c1ccc2c(c1)N(CC(=O)Nc1ccc(C)c(C)c1)C(=O)c1ccccc1S2	-10
O=C(CCC1N=C2c3ccccc3N=C(SCc3ccccc3Cl)N2C1=O)N1CCN(c2ccccc2)CC1 (stereo not drawn)	-11
CCc1nc(-c2cc(S(=O)(=O)N3CCN(c4ccc(F)cc4)CC3)ccc2OC)no1	-5
Cc1cc(=O)sc2[nH]c3ccccc3c12	-10
CCCn1c(-c2ccc3ccccc3c2)csc1=Nc1cccc(C(F)(F)F)c1	5
COc1ccccc1N1CC(C)C(=O)NC1=O (stereo not drawn)	-2
COc1ccc(NC(=O)CSc2nc3c(c(=O)[nH]2)CCC3)cc1	-3
Cc1c(-c2ccc(Cl)cc2)c(=O)oc2c(CN3CCN(C)CC3)c(O)ccc12	0
O=C1CCC2(CCC(=O)N(Cc3ccccc3)C2=O)C(=O)N1Cc1ccccc1	-3
CCOC(=O)N1CCN(S(=O)(=O)Cc2ccccc2Cl)CC1	3
CCC(C)c1ccccc1NC(=O)C1CCN(C(=O)c2ccccc2)CC1 (stereo not drawn)	1
C=CCS(=O)(=O)N1CCC(C2CCN(c3ncccn3)CC2)C1 (stereo not drawn)	1
Cc1ccccc1NC(=O)CSc1nc2sc3c(c2c(=O)n1-c1cccc2ccccc12)CCCC3	-6
Cn1cc(CCC(=O)NCc2ccc(Cl)cc2)c2ccccc21	-9
O=C(COC(=O)c1ccc([N+](=O)[O-])cc1C(=O)OCC(=O)c1ccccc1)c1ccccc1	-6
O=C1OC(c2cccs2)c2ccccc21 (stereo not drawn)	8
CCCN(C)S(=O)(=O)c1cc(C(=O)N2CCC(C(=O)O)CC2)ccc1C	5
O=C(NC1CC1)C1CCCN(C2CCN(C3CCCCCC3)CC2)C1 (stereo not drawn)	-1
O=C(CN1C(=O)c2ccc(Br)cc2C1=O)OC1CCCCC1	-8
COc1cc(CC2=NC(=O)N(CC(=O)Nc3cccc(C)c3)C2=O)cc(Br)c1O	2

Exported in markdown: part of the list above.
| structure | RBX1-CUL1 inh |
| --- | --- |
| O=C(CN1C(=O)c2ccc(Br)cc2C1=O)OC1CCCCC1 | -8 |
| O=C(NC1CC1)C1CCCN(C2CCN(C3CCCCCC3)CC2)C1 (stereo not drawn) | -1 |

The list continues.
SMILES	RBX1-CUL1 inh
Cn1c(=O)n(C)c2cc(N3CCCCC3)c(NC(=O)c3ccc(Cl)cc3)cc21	-3
CCOC(=O)c1ccc(NC(=O)COc2cc3oc(=O)c(CC(C)O)c(C)c3cc2Cl)cc1 (stereo not drawn)	13
Cc1c(-c2ccc(O)c(O)c2)oc2ccccc2c1=O	93*
COC(=O)c1ccccc1-c1ccccc1C(C)=O	2
Cc1ccc(C(=O)C2C(=O)C(=O)N(c3cccc(C(F)(F)F)c3)C2c2ccc([N+](=O)[O-])cc2)cc1 (stereo not drawn)	0
O=C(Cn1cc(NC(=O)CCOc2ccccc2)cn1)NCCCn1cccn1	4
COc1cc(/C=N\NC(=O)c2ccc(F)cc2)ccc1OC(=O)c1ccco1	12
COCCCNC(=O)c1c(NC(=O)COc2ccccc2C)sc2c1CCCC2	9
COCCN(CC1CCN(Cc2ccccc2OC)CC1)C(=O)CCC(=O)OC	-1
CCOC(=O)c1ccc(NC(=O)Cn2c(=O)cc(C)c3c(C)nn(-c4cccc(F)c4)c32)cc1	-1
O=C(O)COc1ccccc1C1C2=C(CCCC2=O)N=C2CCCC(=O)C21 (stereo not drawn)	15
O=C(c1ccccc1)c1ccc(NS(=O)(=O)c2ccc(I)cc2)cc1	8
CCCNC(=O)c1cc(Cl)cc(Cl)c1NC(=O)c1ccc(OC)cc1	2
Cc1ccccc1-c1noc(C(C)NC(=O)c2ccco2)n1 (stereo not drawn)	10
Fc1ccc2c(c1)Sc1ccc(Cl)cc1C(N1CCN(CCC3OCCO3)CC1)C2 (stereo not drawn)	-5
CCOc1ccc(-c2nnc(SCC(=O)c3ccccc3)n2-c2ccccc2)cc1	-8
O=C(Nc1ccccc1C(=O)OCc1cc(=O)n2ccsc2n1)c1ccccc1Cl	3
Cc1cc(C)cc(NC(c2nnc(-c3cccc(F)c3)o2)c2ccc(F)cc2Cl)c1 (stereo not drawn)	-2
CC(C)(C)c1ccc(C(C)(C)C(C)(C)c2cccc(C(C)(C)C)c2)cc1	1
CCCN1CCN(CCCNC(=O)c2cc3c(s2)-c2c(C)cccc2OC3)CC1	-8
C=CCn1nnc(NC(=O)c2ccc(Cl)cc2)n1	3
O=C(Cc1ccccc1)Nc1sc2c(c1C(=O)Nc1ccc(Cl)cc1)CCCC2	8
O=c1c(NCc2cccs2)nccn1-c1ccc(F)cc1	-4
Cc1cc(NCc2ccccc2)c2ccccc2n1	3
Cc1cc(C)cc(C(=O)N(NC(=O)Nc2ccc(Cl)cc2)C(C)(C)C)c1	-2
CCN(CC)S(=O)(=O)c1ccc(NC(=O)Cn2ncc3c([nH]c4ccccc43)c2=O)cc1	5
Cc1ccc2c(Cl)c(C(=O)N3CCN(S(C)(=O)=O)CC3)sc2c1	5
COc1ccc(CNC(=O)CN2C(=O)COc3ccc(S(=O)(=O)Nc4ccccc4)cc32)cc1	-1

Grouped by structure: the compounds so far with a thiophene ring, fused or not (16)
SMILES	RBX1-CUL1 inh
CCOC(=O)N1CCc2c(sc3[nH]c(=S)[nH]c(=O)c23)C1	8
Cc1sc(NC(=O)C2c3ccccc3Oc3ccccc32)c(C(=O)OC(C)C)c1C	-1
O=c1c2c3c(sc2nc(SCCc2ccccc2)n1Cc1ccccc1)CCCC3	4
O=C(c1cccn2c(=O)c3sccc3nc12)N1CCc2ccccc2C1	4
Cc1ccc(/C=C/C(=O)Nc2sc(C)c(C)c2C(=O)OC(C)C)o1	8
O=c1nc2c3c4c(sc3ncn2c2ccccc12)CCC4	9
Cc1nonc1CN(C)Cc1nc(-c2cccs2)oc1C	-1
CCOCCCNC(=O)c1cc2c(-c3ccc(OC)c(OC)c3)nn(C)c2s1	-3
CCCSc1nc2sc3c(c2c(=O)n1Cc1ccccc1)CCCC3	-3
Cc1ccccc1NC(=O)CSc1nc2sc3c(c2c(=O)n1-c1cccc2ccccc12)CCCC3	-6
O=C1OC(c2cccs2)c2ccccc21 (stereo not drawn)	8
COCCCNC(=O)c1c(NC(=O)COc2ccccc2C)sc2c1CCCC2	9
CCCN1CCN(CCCNC(=O)c2cc3c(s2)-c2c(C)cccc2OC3)CC1	-8
O=C(Cc1ccccc1)Nc1sc2c(c1C(=O)Nc1ccc(Cl)cc1)CCCC2	8
O=c1c(NCc2cccs2)nccn1-c1ccc(F)cc1	-4
Cc1ccc2c(Cl)c(C(=O)N3CCN(S(C)(=O)=O)CC3)sc2c1	5

Screens as filed in PubChem BioAssay.
